# From PubChem BioAssay
# Caspase-7 inhib: caspase-7 (human) inhibition, allosteric or competitive; recombinant caspase-7, Ac-DEVD-AFC fluorescence rate; Potency, µM (top dose mostly 57.5 µM), without a hit: at the top dose activity change, negative = inhibition, hits mostly inhibitors; hit rate 0.02% among 75,000; AID 889; active means well fitted inhibition curve with a large enough effect in the main read-out, with a control signal flat, not every such curve was filed as active; inconclusive means small, poorly fitted or top-dose-only effect, or a change in a side signal; further: potency means the concentration at half of the fitted maximal effect; % of control where 0% means no effect
# ERK AVP block: inhibitors of vasopressin-stimulated ERK signaling pathway. HEK293-V1b, vasopressin-stimulated pERK AlphaScreen. Potency, µM (highest dose often 57.5 µM), for the others: top-dose activity, negative = inhibition, most hits filed as inhibitors. hit rate 0.99% among 72,000; further: potency means the concentration at half of the fitted maximal effect; on the % scale 0 is the no-effect control and ±100 the full control effect; nearly all actives have a fitted effect of over 55% in size
#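 V1b-HEK293 cells; cpd 30 min 37C; 25 nM vasopressin 5 min; lyse 10 min; AlphaScreen beads 5 hr RT. Normalized to DMSO basal and 25 nM vasopressin; AC50 by Hill fit.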
# Fluorescein autfl: compound fluoresces in the fluorescein spectral region | max fluorescein-equivalent concentration, M | hit rate 0.91% among 59,000 | Compound autofluorescence, 480/540 nm, fluorescein-equivalent; stronger effect = higher value; in the data active means max fluorescein-equivalent concentration above about 10 nM; inconclusive means between about 1.1 nM and that limit
#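 Library compounds, added at multiple concentrations to pH 8.0 Tris buffer (100 mM), incubate 15 min at room temperature before CCD imaging at 480 nm excitation and 540 nm emission.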
# TexasRed autofl: compounds fluorescent in Texas Red spectral region; AID 587; max dye-equivalent concentration, M; Compound fluorescence, Texas Red channel, 547/618 nm; stronger effect = higher value; hit rate 0.06% among 59,000; in the data active means max dye-equivalent concentration above about 10 nM; inconclusive means between about 1.1 nM and that limit
#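 Texas Red-region profiling: compounds in 100 mM Tris pH 8.0 were read at 547/618 nm after 15 min at room temperature. Intensities were normalized against a six-point Texas Red standard series to give dye-equivalent concentration.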
# Casp1 inh: blocks human caspase-1 allosterically or competitively; AID 900; Potency, µM (titrated, usually from 57.5 µM), for inactives: at the top dose activity change, negative = inhibition, usual class: inhibitors; Caspase-1 enzyme, Ac-WEHD-AFC fluorogenic rate; P29466; hit rate 0.03% among 75,000;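 further: potency means the concentration at half of the fitted maximal effect; plate controls were vehicle for no effect and no substrate for full effect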
# Tau fil binding: tau filament binding | recombinant tau filaments, thioflavin S fluorescence, 15 h; filaments grown with octadecylsulfate alongside compound | P10636 | hit rate 2% among 71,000 | Potency, µM (top dose mostly 57.1 µM), inactives show at the highest dose activity change, negative = inhibition;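 further: potency means the concentration at half of the fitted maximal effect; on the % scale 0 is the no-effect control and ±100 the full control effect; actives lower thioflavin S fluorescence by blocking filaments or displacing dye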
#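 Read-out: ThS fluorescence, 450 nm excitation/510 nm emission; lower signal marks blocked filament formation or displaced dye. Tau at 1 uM with 30 uM ODS, 10 uM ThS, 5 mM DTT, 100 mM NaCl, 10 mM HEPES pH 7.4; 15 h, 37 C.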
# Rhodamine autofl: compound fluoresces in the rhodamine spectral region | Rhodamine-region fluorescence, 547/598 nm, Tris buffer; stronger effect = higher value | max dye-equivalent concentration, M | hit rate 0.05% among 59,000 | AID 594; in the data active means max dye-equivalent concentration above about 11 nM; inconclusive means between about 1.1 nM and that limit
#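 Steps: pin-transfer compounds into pH 8.0 Tris (100 mM), hold 15 min at room temperature, image with a 547/598 nm filter pair, and convert intensities to rhodamine-equivalent concentration using a six-point on-plate rhodamine series.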
# HEK293 cAMP ctrl: counter-screen for TSHR agonists: cAMP increase in parental HEK293; parental HEK293 CNG cAMP sensor, membrane potential fluorescence; Potency, µM (series often up to 57.1 µM), inactives show at the highest dose activation, hits mostly activators; hit rate 2.5% among 73,000; further: potency means the concentration at half of the fitted maximal effect; % of control where 0% means no effect; nearly all actives have a fitted effect of over 55% in size
#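 Parental HEK 293 cells stably expressing a modified CNG channel (no TSHR) report cAMP rise as membrane depolarization. Membrane potential dye with 100 uM RO 20-1724 was loaded for 60 min at room temperature, then compound added for 30 min; fluorescence read at 590 nm.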
# Luciferase inh: blocks Photinus pyralis firefly luciferase activity. Potency, µM (titrated, usually from 57.1 µM), inactives show at the highest dose activity change, negative = inhibition, actives largely listed as inhibitors. purified firefly luciferase, luminescence, 8 min. P08659. hit rate 2.2% among 72,000; further: potency means the concentration at half of the fitted maximal effect; on the % scale 0 is the no-effect control and ±100 the full control effect; nearly all actives have a fitted effect of over 40% in size
#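 Inhibition of light generation by firefly luciferase from ATP and luciferin was profiled with concentration-response curves per sample, ATP held at 10 uM within the enzyme's linear range. Plates were read by luminescence after an 8-minute ambient incubation.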
# HADH2 inh: blocks human hydroxyacyl-CoA dehydrogenase type II. Q99714. recombinant HADH2, NADH fluorescence, beta-hydroxybutyryl-CoA. Potency, µM (series often up to 57.1 µM), without a hit: at the top dose activity change, negative = inhibition, usual class: inhibitors. AID 886. hit rate 3.4% among 73,000; further: potency means the concentration at half of the fitted maximal effect; on the % scale 0 is the no-effect control and ±100 the full control effect; nearly all actives have a fitted effect of over 60% in size; many of its hits are not listed in these tables
#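 Activity measured as NADH fluorescence gain (360/450 nm), taken as the change between first and last reads of a 4-min kinetic run. Conditions: pH 9.0 Tris buffer, 20 nM E. coli-expressed His-tagged enzyme, 1 mM NAD+, 90 uM beta-hydroxybutyryl-CoA; 15-min compound preincubation.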
# USP2a inh: USP2a (human) protease inhibition; Potency, µM (highest dose often 38.3 µM), without a hit: at the top dose activity change, negative = inhibition, most hits filed as inhibitors; USP2a enzymatic assay, qHTS inhibition; AID 927; O75604; hit rate 0.1% among 60,000;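 further: potency means the concentration at half of the fitted maximal effect; nearly all actives have a fitted effect of over 60% in size; plate controls were DMSO for no effect and NEM full inhibition control for full effect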
#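 USP2 core (20 nM final) was preincubated with compound for 30 min at RT in 20 mM Tris-HCl pH 8.0, 2 mM CaCl2, 2 mM beta-mercaptoethanol; Ub-PLA2 (20 nM) plus NBD C6-HPC (20 uM) then added, fluorescence read after 2.5 h.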
# * hit, by the source's call; i = inactive; ? = inconclusive; / = no result given; & = joins results of further samples; [ ] = remark or other dose. Unless noted, the call rests on the fitted dose curve; in most records, active means well fitted curve in the direction sought with a large enough effect; inconclusive means small, poorly fitted or top-dose-only effect, or another doubt; inactive means no such curve, though single readings can be large; an effect the other way counts as inactive or inconclusive. Not all compounds are listed (hit frequency here may not be typical).
SMILES,Caspase-7 inhib,ERK AVP block,Fluorescein autfl,TexasRed autofl,Casp1 inh,Tau fil binding,Rhodamine autofl,HEK293 cAMP ctrl,Luciferase inh,HADH2 inh,USP2a inh
Cn1c(=O)cc(OCCCC(=O)N2CCN(c3ccccn3)CC2)c2ccccc21,-1%,13%,i,i,2%,6%,i,3%,1%,7%,14%
Nc1nc2ccc(C(=O)NC3CCCCC3)cc2s1,-1%,-12%,i,i,-1%,6%,i,18%,-8%,0%,-19%
O=C(C1CCCN(S(=O)(=O)c2cnc[nH]2)C1)N1CCN(Cc2ccccc2)CC1 (configuration not stated),-1%,-26%,/,/,-1%,6%,/,-2%,-2%,6%,/
CC1Cc2ccccc2N1C(=O)CSc1nc2ccccc2o1 (configuration not stated),-2%,-12%,i,i,0%,-7%,i,?,-2%,-2%,-4%
CCOC(=O)N1CCN(C(=O)c2cccn3c(=O)c4sccc4nc23)CC1,-15%,9%,i,i,-20%,-39%,i,6%,1%,?,4%
O=C(O)C1C2C=CC(O2)C1C(=O)Nc1ccc2c(c1)OCCO2 (configuration not stated),-1%,2%,/,/,-4%,3%,/,6%,-9%,-10%,/
Cc1ccc(C)c(S(=O)(=O)N2CC(=O)Nc3ccccc32)c1,-2%,13%,i,i,1%,-20%,i,2%,4%,2%,-1%
O=C(CN1CCN(c2ccccc2)CC1)Nc1c(C(=O)C2CC2)oc2ccccc12,1%,-20%,?,i,1%,15%,i,?,1%,16%,-4%
Cc1c(Nc2ncnc3c2cnn3-c2ccccc2)c(=O)n(-c2ccccc2)n1C,-1%,8%,i,i,-2%,8%,i,8%,2%,10%,-11%
CCOc1nc(-c2ccc(OC)cc2)ccc1-c1noc(C)n1,-3%,3%,?,?,-7%,221%,i,25%,-1%,227%[activator],-1%
CC(C)=NO[C@@H](C)c1cn([C@H](CO)Cc2ccccc2)nn1,1%&2%[11.5 µM],12%&18%[11.5 µM],/,/,-1%&-1%[11.5 µM],/,/,-5%&-7%[11.4 µM],0%&0%[11.4 µM],-13%&-4%[11.4 µM],/
COc1ccc(N2C(=O)C3CCCN3C2c2ccc(C)o2)cc1Cl (configuration not stated),-1%,12%,i,i,-1%,-3%,i,3%,1%,4%,14%
CCCn1nnnc1SCC(=O)c1ccc(NC(C)=O)cc1,1%,-20%,i,i,-3%,-4%,i,2%,1%,4%,-2%
O=C(N[C@@H](c1ccccc1)[C@@H]1C[C@H]1C(=O)O)OCc1ccccc1,-1%,9%,/,/,6%,-5%,/,19%,/,3%,/
O=C(O)c1ccccc1SCc1ccc2c(c1)OCO2,-2%,19%,i,i,0%,-6%,i,10%,0%,-6%,-8%
CN1/C(=C\P(=O)(N(C)C)N(C)C)C(C)(C)c2ccccc21,-2%,0%,?,4.7e-08M*,-1%,10µM*,1.2e-08M*,?,-1%,-6%,4%
CN(C)Cc1c(O)ccc2occ(C(O)c3ccccc3)c12 (configuration not stated),1%,-1%,/,/,-2%,?,/,12%,-2%,1%,4%
O=c1c(-c2ccccc2)c(O)c2cccc3c2n1CCC3,0%,-9%,i,i,-1%,3%,i,15%,2%,?,-3%
CCOc1ccc(OCc2cccc(C(=O)O)c2)cc1,1%,-8%,i,i,-1%,7%,i,3%,0.79µM*,0%,1%
COC(=O)C1=C(C)Nc2ncnn2C1c1ccc(OC(=O)c2ccccc2)cc1 (configuration not stated),-6%,-2%,i,i,-6%,15%,i,7%,0%,-16%,2%
CCCCCCCCCCCC(=O)O[C@H](CC(=O)O)C[N+](C)(C)C,2%,22%,/,/,-1%,-4%,/,10%,-2%,2%,/
Cc1nc2ncnn2c(C)c1CCC(=O)N1CCOCC1,1%,16%,i,i,0%,-14%,i,12%,0%,3%,-6%
C=CCC(NCCCO)c1cccc(OC)c1OC (configuration not stated),-1%,9%,?,?,-2%,-10%,i,10%,-8%,11%,-5%
CC(C)CN(C(=O)CSc1nnc2c(Cl)cc(C(F)(F)F)cn12)C1CCS(=O)(=O)C1 (configuration not stated),1%,8%,?,i,0%,1%,i,-19%,-7%,-10%,-3%
Nc1nnc(CSCc2ccccc2)s1,0%,3%,i,i,-3%,-1%,i,11%,-2%,8%,-8%
NS(=O)(=O)c1cc2c(cc1Cl)NC(C(Cl)Cl)NS2(=O)=O (configuration not stated),0%,-7%,?,i,2%,/,i,/,2%[25.5 µM],/,-9%
Cc1cccc(OCCc2nnc(N)s2)c1C,0%,-27%,?,i,3%,17%,i,?,7%,2%,2%
Cc1nc(NCCN2CCOCC2)c2oc3ccccc3c2n1,-3%,7%,?,i,-2%,202%,i,-1%,-26%,-7%,32%[activator]
CCNc1nc(N)c(C(=O)c2ccc(Cl)s2)s1,-3%,3.2µM*,?,?,-3%,?,i,-9%,?,-1%,-4%
CCN1CCCC1CNC(=O)c1cn(CC)c2ccc(S(=O)(=O)N3CCCCCC3)cc2c1=O (configuration not stated),0%,5%,i,i,1%,25%,i,19%,3%,-11%,22%

# An excerpt from above in order of their number in HADH2 inh, lowest first:
smiles	HADH2 inh
Cc1nc(NCCN2CCOCC2)c2oc3ccccc3c2n1	-7%
CCNc1nc(N)c(C(=O)c2ccc(Cl)s2)s1	-1%
C=CCC(NCCCO)c1cccc(OC)c1OC (configuration not stated)	11%

# New compounds follow.
SMILES,Caspase-7 inhib,ERK AVP block,Fluorescein autfl,TexasRed autofl,Casp1 inh,Tau fil binding,Rhodamine autofl,HEK293 cAMP ctrl,Luciferase inh,HADH2 inh,USP2a inh
Cc1cc(C)c2c(c1)NC(=O)C2(O)CC(=O)c1cccs1 (configuration not stated),1%,-12%,i,i,0%,-16%,i,1%,0%,-10%,3%
COc1ccc(C(=O)NCc2nnc(SCC(=O)N3CCC(C)CC3)o2)cc1OC,0%,-3%,i,i,-1%,-5%,i,4%,-2%,3%,2%
CCOC(=O)C1C(=O)N(C(=O)c2cncc(Br)c2)CC1c1ccccc1 (configuration not stated),-3%,31%[activator],/,/,-3%,-6%,/,?,1%,-12%,0%
C=CCOc1ccc(/C=C/C(C)=N\O)cc1,2%,-4%,/,/,0%,-6%,/,-3%,16µM*,-3%,1%
Cc1cc(C(=O)Nc2ccccc2C#N)n(-c2ccccc2)n1,-1%,-27%,/,/,-4%,4%,/,16%,1%,0%,/
O=c1c(-c2cc(F)cc(F)c2)nc2cnc(N3CCOCC3)nc2n1Cc1ccc(F)cc1,?,1%,i,i,?,39%,i,?,1%[11.4 µM],11%,38%[activator]
O=S(=O)(O)c1nnc2sc3ccccc3n12,2%,7%,i,i,1%,-1%,i,10%,2%,-11%,-7%
CCCC1C(c2ccco2)NC(c2ccco2)CC1(C)O (configuration not stated),-1%,-20%,i,i,-2%,-23%,i,-12%,13µM*,5%,15%
CCOc1cccc(=O)c2c(C)n(Cc3ccco3)c(C)c12,-30%,16%,/,/,?,4µM*,/,?,0%,-20%,20%
C=CCOc1ccc(/C=N/n2cncn2)cc1OC,0%,-12%,?,i,1%,7%,i,-5%,1%,?,-8%
O=C(c1ccc2ccccc2n1)N1CCN(c2ccccc2)CC1,1%,0%,?,?,0%,-9%,i,?,0%,10%,6%
COC(=O)C/C=C\[C@@H](C)[C@@H](/C=N\OC[C@@H](O)[C@H]1O[C@H]2OC(C)(C)O[C@H]2[C@@H]1O)OC,0%[11.5 µM],0%[11.5 µM],/,/,0%[11.5 µM],/,/,-5%[11.4 µM],-2%[11.4 µM],-1%[11.4 µM],/
S=c1nc2ccccc2c2nc(-c3ccccc3)[nH]n12,-7%,17%,i,i,1%,-2%,i,-2%,-4%,?,1%
CC(=O)NCCNc1ncnc2ccc(-c3ccccc3C)cc12,-20%,-7%,i,i,-14%,3%,i,?,1%[2.29 µM],2%,39%[activator]
O=C1CCCC2=C1C(c1ccc(Br)cc1)c1c([nH]c(=S)[nH]c1=O)N2 (configuration not stated),-2%,-10%,i,i,-4%,8%,i,6%,-6%,10µM*,9%
CCc1ccccc1N(C(=O)Cn1nnc2ccccc21)C(C(=O)NCCOC)c1ccco1 (configuration not stated),1%,13%,?,i,-1%,0%,i,-14%,2%,-6%,-3%
O=C(O)[C@@H]1[C@@H](C(=O)NCc2ccncc2)[C@@H]2C=C[C@@H]1O2,-3%[11.5 µM],-6%[11.5 µM],?,i,-2%[11.5 µM],5%[11.4 µM],i,-2%[11.4 µM],3%[11.4 µM],8%[11.4 µM],/
COc1ccc(C(=O)Nc2nncs2)c(OC)c1,-1%,14%,/,/,1%,-4%,/,2%,-27%,-22%,/
Cc1cc(NC(=O)COn2nnc3ccccc32)no1,0%,-18%,i,i,-1%,-2%,i,5%,3%,7%,-2%
CC1(c2ccc(OC(F)F)cc2)NC(=O)N(CC(=O)Nc2ccc3c(c2)OCO3)C1=O (configuration not stated),-2%,-1%,i,i,2%,-12%,i,-11%,-1%,6%,15%
